STK33 kinase inh: blocks human STK33 kinase activity | inhibition, % at 10 µM | actives 0.073% (n = 320,000) | AID 2661 | purified STK33, MBP phosphorylation, ADP-Glo luminescence | Q9BYT3;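 active = inhibition at or above 25%, using the most active replicate where run in duplicate; inactive = inhibition below 25%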
CHT allo act: allosteric activators of human choline transporter CHT | Q9GZV3 | CHT-expressing cells, membrane potential dye, choline EC20; hits give high values; LV-AA mutant CHT in HEK293 cells | B-score at 10 µM | AID 488977 | actives 0.49% (n = 310,000);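 active = initial fluorescence not abnormally high and integrated response B-score, plate-corrected, over 3 SD above library mean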
Target sequence (Q9GZV3 whole entry, looked up): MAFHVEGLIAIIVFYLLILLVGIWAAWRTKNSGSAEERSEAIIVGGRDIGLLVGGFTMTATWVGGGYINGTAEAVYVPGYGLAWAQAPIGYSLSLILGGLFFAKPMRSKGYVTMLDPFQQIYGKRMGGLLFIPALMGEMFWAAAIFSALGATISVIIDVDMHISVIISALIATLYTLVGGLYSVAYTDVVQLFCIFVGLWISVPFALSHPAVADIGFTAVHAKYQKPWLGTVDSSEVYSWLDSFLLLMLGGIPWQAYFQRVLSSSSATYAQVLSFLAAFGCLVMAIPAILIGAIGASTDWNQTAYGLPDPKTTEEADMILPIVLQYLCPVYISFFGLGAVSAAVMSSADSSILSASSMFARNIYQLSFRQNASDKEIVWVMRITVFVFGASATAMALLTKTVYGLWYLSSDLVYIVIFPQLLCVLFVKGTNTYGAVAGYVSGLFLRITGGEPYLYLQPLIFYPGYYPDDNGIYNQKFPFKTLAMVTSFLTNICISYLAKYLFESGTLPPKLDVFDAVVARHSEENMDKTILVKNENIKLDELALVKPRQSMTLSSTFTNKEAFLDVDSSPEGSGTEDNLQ
CHT block: inhibitors of human choline transporter CHT. Q9GZV3. CHT-expressing cells, membrane potential dye, choline response; hits give low values. B-score at 10 µM. actives 0.86% (n = 310,000). AID 488975;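 active = B-score over 3 SD under the library average, and starting fluorescence ratio not unusually high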;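 also: choline stimulus applied at its EC90 after an EC20 pre-addition; B-score computed on integrated fluorescence ratio after choline addition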
* = called active by the depositor; i = inactive; nt = no result given.

Structure	STK33 kinase inh	CHT allo act	CHT block
N#Cc1nc(-c2ccc(OCc3ccc(Cl)cc3)cc2)oc1NCCCn1ccnc1	-2.4	i	i
O=C1C=CN(Cc2ccccc2)CC1	-0.4	i	i
CCOC(=O)c1c(NC(=O)CSc2ncn[nH]2)sc(C)c1C	-2.7	i	-6.7*
CCCN(CCC)S(=O)(=O)c1ccc(C(=O)N2CC3CCC(CC3)C2)cc1	0.9	i	i
CSc1nc2sc3c(c2c(=O)[nH]1)CC(C)(C)OC3	-0.5	i	i
Cc1ccc(-c2oc3ccccc3c(=O)c2O)cc1	-1.0	i	i
Cc1cc(NC(=O)CCCC(=O)NCc2ccccc2)no1	-1.1	i	i
C=CCS(=O)(=O)N1CCCC(C(=O)c2cccc(Cl)c2)C1 (stereo not given)	1.1	i	i
C=CCN(C(=O)CCC(=O)Nc1cc(C)on1)C(C(=O)NC1CCCC1)c1ccc(C)cc1 (stereo not given)	-1.1	i	i
O/N=C1/CCc2cccc3cccc1c23	2.2	i	i
CC1CCN(C(=O)COC(=O)c2cc(Cl)cc(Cl)c2N)CC1	-0.3	i	i
Cc1ccc(OCCSCc2nnc(NC(=O)Nc3cccc(Cl)c3)s2)cc1	-0.5	i	i
COc1ccc(CCNC(=O)c2ccc(NS(=O)(=O)c3ccc4[nH]c(=O)[nH]c4c3)cc2)cc1	-0.1	i	i
CCOc1ccc2nc(NC(=O)c3cnccn3)sc2c1	1.1	i	i
O=C(NNC(=O)c1ccc2[nH]c(=O)c(=O)[nH]c2c1)c1cccc(Br)c1	3.2	i	i
C/C(=N\NS(=O)(=O)c1ccc(Cl)cc1)c1ccc(O)cc1	-0.4	i	i
O=C(NCc1cccs1)C1CC(c2ccc(F)cc2)=NO1 (stereo not given)	-0.9	i	i
Cc1ccc(CCNC(=O)CCS(=O)(=O)c2ccc3nc(C)sc3c2)cc1	3.1	i	i
COc1ccc(N2C(=O)CCC2(C(N)=O)c2ccccc2)cc1 (stereo not given)	-0.4	i	i
CCN(CC)c1cccc(OC2=NS(=O)(=O)c3ccccc32)c1	-0.5	i	i
Cc1cccc(-c2nc(CS(=O)CC(=O)N3CCCCC3)c(C)o2)c1 (stereo not given)	-0.8	i	i
COc1ccc(NC(=O)CCCN2C(=O)CCC2=O)cc1Cl	0.7	i	i
O=C(c1ccc(F)cc1)N1CCCC(c2ccccc2)C1 (stereo not given)	0.1	i	i
COc1ccc(OC)c(N(C(=O)c2snc(C(N)=O)c2N)C(C(=O)NCc2ccccc2)c2ccc(O)cc2)c1 (stereo not given)	-1.6	i	i
CC(C)Sc1ccc(C(=O)Nc2ccc(F)cc2F)cn1	0.7	i	i
COCC(C)NC(=O)c1oc2c(c1C)C1(CCC2)SCCS1 (stereo not given)	-0.9	i	i
O=C1c2ccccc2S(=O)(=O)c2cc(C(=O)N3CCN(c4ncccn4)CC3)ccc21	-1.1	i	i
COC(=O)c1cc(S(=O)(=O)C(C)C)c(S(C)=O)s1 (stereo not given)	-0.3	i	i
CCc1nc(SCC(=O)Nc2ccccc2OC)c2c(C)c(C)sc2n1	0.5	i	i
CCN(CC)CCOC(=O)c1cc(Cl)c(N)cc1OC	7.0	i	i
CC(=O)c1c(C)[nH]c(C(=O)COC(=O)C2CC2)c1C	-1.1	i	i
O=C(Nc1ccncc1)c1ccc(Cl)c(S(=O)(=O)N2CCCC2)c1	-0.1	i	i
Cc1cc(OCC(=O)NCCc2c[nH]c3ccccc23)c2c(C)cc(=O)oc2c1	2.5	i	i
COc1ccc(CN2CCC(C(=O)N(C)CCc3ccc(OC)c(OC)c3)CC2)c(OC)c1	-0.1	i	i
CCCCCCCCCCn1cc(C(C)=O)c(=O)[nH]c1=O	-0.8	i	i
CNc1c([N+](=O)[O-])cnn1-c1ccccc1Cl	0.8	i	i
C=CCNC(=S)Nc1ccc2nsnc2c1	2.8	i	i
COc1ccc(-c2cc(-c3nnc(COC(=O)CC4CCCC4)o3)c3ccccc3n2)cc1OC	-0.8	i	i
CS(=O)(=O)NNC(=O)c1cc2cc3ccccc3nc2s1	-0.9	i	i
CC(=O)N1c2ccc(S(=O)(=O)N(C)CC(=O)N(C)Cc3ccccc3)cc2CC1C (stereo not given)	-3.3	i	i
Cc1cc(=O)oc2cc(NC(=O)CN3C(=O)NC(C)(c4ccccc4)C3=O)ccc12 (stereo not given)	-1.1	i	i
CCN(Cc1ccccc1)C(c1ccc(C)cc1)c1nnnn1C(C)(C)CC (stereo not given)	0.0	i	i
Cc1cc(C)c(NC(=O)c2cccc(NC(=O)c3ccco3)c2)c(C)c1	0.7	i	i
CC(C)(C)c1ccc(-c2n[nH]c(=S)n2/N=C/c2ccncc2)cc1	1.0	i	i
O=C(CSc1nnc(-c2ccc(F)cc2)o1)Nc1ccc(S(=O)(=O)N2CCCCCC2)cc1	-1.4	i	i
CCOC(=O)c1nn(-c2ccccc2)cc1O	-1.9	i	i
COc1ccc2oc(=O)c(C(=O)N3CCN(c4ccc(F)cc4)CC3)cc2c1	-0.7	i	i
Cc1ccc(NC(=O)CCNCc2ccco2)cc1S(=O)(=O)N(C)C	0.6	i	i
Cc1nc2c(C(=O)NCc3ccc4c(c3)OCO4)c[nH]n2c(=O)c1Cc1ccccc1F	18	i	i
O=C(NCc1ccccc1Cl)C1CCCN1S(=O)(=O)c1ccc(F)cc1 (stereo not given)	0.0	i	i
Cc1ccc(OCC(=O)NCC(=O)Nc2ccc(F)cc2)c([N+](=O)[O-])n1	-1.0	i	i
COCCNC(=O)C(C)OC(=O)c1cc2sccc2n1C (stereo not given)	-2.0	i	i
NS(=O)(=O)c1ccc(NC(=O)CSc2ncccn2)cc1	-1.1	i	i
CC1(C)C2CCC1(CS(=O)(=O)N1CCN(c3ccc(F)cc3)CC1)C(=O)C2 (stereo not given)	-2.7	i	i
CCC(C)(C)C1CCC2(CC1)NC(=S)N(c1ccccc1)N2 (stereo not given)	-1.6	i	i
COc1ccc(CC(=O)N2CCN(c3ccccn3)CC2)cc1OC	-1.7	i	i
CC1=C(C(=O)N2CCOCC2)C(c2ccccc2F)C2=C(CC(C)(C)CC2=O)N1 (stereo not given)	-1.8	i	i
CC(Oc1ccc2ccccc2c1)C(=O)NNC(=O)Nc1ccccc1F (stereo not given)	-2.3	i	i
CCc1ncc(CN2CCC(C(=O)Nc3ccc(-n4nc(C)cc4C)cc3)CC2)cn1	0.5	i	i
O=C(Nc1ccccc1)C1CCN(c2nccs2)CC1	-1.7	i	i

Next records follow:
Structure	STK33 kinase inh	CHT allo act	CHT block
O=[N+]([O-])c1ccc(C2OCCO2)cc1CS(=O)(=O)c1ccccc1	-0.7	i	i
Cc1ccc(SC(C)C(=O)NC(N)=O)c(C)c1 (stereo not given)	0.6	i	i
Cc1nc(SCC(=O)NNC(=O)c2cccs2)[nH]c(=O)c1C	-0.7	i	i
O=C(c1cccc(Cl)c1)N1CCC(N2CCC(C(=O)N3CCOCC3)CC2)CC1	-2.5	i	i
CC[C@@H]1[C@H]2CCCC(=O)N3CC[C@@H](C[C@@H]1OC(=O)Nc1ccccc1)[C@@H]23	-1.1	i	i
Cc1cccc(NC(=O)CSc2nnc(C3CC3)n2CC2CCCO2)c1C (stereo not given)	-1.1	i	i
CN(C)c1ccc(S(=O)(=O)N2CCCCC2)cc1NC(=O)C1=NN(c2ccccc2)C(=O)CC1	-2.2	i	i
CNC(=S)N/N=C(\C)c1ccc(Cl)c(Cl)c1	0.2	i	i
COc1ccccc1C1CN=NC12CCCc1ccccc1C2=O (stereo not given)	0.1	i	i
COCCNc1oc(-c2ccc(F)cc2)nc1C#N	1.0	i	i
COC(=O)Cn1c(CN2CCN(c3ccc(F)cc3)CC2)nc2c1c(=O)n(C)c(=O)n2C	-0.6	i	-11*
C=C(C)CSc1nc(N)cc(=O)[nH]1	-1.2	i	i
CC(C)/C=N/Nc1nc(-c2ccc(Br)cc2)cs1	-0.6	i	i
Cc1cc(OCc2ccccc2)ccc1/C(O)=C1/C(=O)C(=O)N(Cc2cccnc2)C1c1ccncc1 (stereo not given)	-2.2	i	i
COCC(C)NCc1cc(Br)ccc1OC (stereo not given)	0.7	i	i

Additional records follow.
Compound	STK33 kinase inh	CHT allo act	CHT block
COC(=O)C(C)Oc1cc(OC(C)C(=O)OC)c2c(-c3ccccc3)cc(=O)oc2c1 (stereo not given)	-0.4	i	i
O=C(CSc1nc(-c2ccccc2)nc2c1Cc1ccccc1O2)Nc1ccccc1	-0.8	i	i
CCCN1CCC(=O)N([C@H](CO)Cc2ccccc2)CC1	-3.2	i	i
COc1cccc2[nH]c(=O)c(-c3ccccc3)cc12	-2.0	i	i
COc1ccc(CCNC(=O)CN(c2ccc(OC)c(OC)c2)S(C)(=O)=O)cc1	-2.2	i	i
Cc1ccc(NC(=O)c2ccccc2)cc1-n1cnnn1	-3.0	i	i
COc1ccccc1C(C)Nc1nc(-c2cccnc2)nc2ccccc12 (stereo not given)	1.6	i	i
O=C(c1cc(-c2ccccc2Cl)nc2ccccc12)N1CCC1	1.2	i	i
CS(=O)(=O)N1CCN(C(=O)c2cccnc2)CC1	-0.2	i	i
c1ccc(CNc2ncnc3nc[nH]c23)nc1	1.6	i	i
CNc1c(NS(=O)(=O)c2ccc(F)c(Cl)c2)c(=O)oc2ccccc12	0.7	i	i
Cc1cc(NS(=O)(=O)c2ccc(NC(=O)CSc3nc4ncccc4[nH]3)cc2)nc(C)n1	2.8	i	i
CCOC(=O)c1c(-c2ccc(C)o2)csc1NC(=O)COC(=O)c1ccc(NC(N)=O)cc1	0.4	i	i
CCC(=O)Nc1ccc(C(=O)OCc2ccccc2)cc1	nt	i	i
CC(CCC(=O)O)C1CC[C@@]2(C)C3C(=O)CC4C(C)(C)C(O)CC[C@]4(C)C3C(=O)C[C@]12C (stereo not given in full)	-0.6	i	i
Cc1ccc(NC(=O)COC(=O)c2ccc(Cl)cc2)cc1S(=O)(=O)N(C)C	-0.3	i	i
CCC(C(=O)NC(C)(C)C)N(Cc1ccco1)C(=O)CNS(=O)(=O)c1ccc(OC)cc1 (stereo not given)	-0.6	i	i
c1ccc2c(c1)OCCOCCOc1ccccc1OCCOCCO2	0.8	i	i
Cc1ccc(S(=O)(=O)NCC(=O)Nc2cccc([N+](=O)[O-])c2)cc1	-0.6	i	i
CSCCC(NS(=O)(=O)/C=C/c1ccccc1)C(=O)O (stereo not given)	-0.6	i	i
CN1CCC/C1=C1/C(=O)N(c2ccccc2)N=C1NC(=O)Nc1cccc(Cl)c1	-1.7	i	i
O=C(CSCc1cccc(Cl)c1)NCc1ccc2c(c1)OCO2	0.3	i	i
Cc1ccc(S(=O)(=O)N2CC(=NN=C(N)N)C2)cc1	-0.2	i	i
CCN(CC)C(=O)C(=O)N/N=C/c1ccc(C(=O)OC)cc1	-0.1	i	i
COc1ccc(C2CC(O)(c3ccccc3)Oc3cc(OC)c(OC)c(OC)c32)cc1 (stereo not given)	-1.2	i	i
c1ccc(CCNc2ncnc3scc(C4COc5ccccc5O4)c23)cc1 (stereo not given)	-0.5	i	i
O=C(O)CCCCCNC(=O)/C=C/c1ccco1	-1.2	i	i
O=C(O)c1ccc(Cn2cc(C(F)(F)F)ccc2=O)cc1	0.0	i	i
COc1ccccc1C(=O)NCCn1cc(SCC(=O)NCC2CCCO2)c2ccccc21 (stereo not given)	0.4	i	i
OC1COC(OCC2OC(OCc3ccccc3)C(O)C(O)C2O)C(O)C1O (stereo not given)	-0.4	i	i
O=C(NCc1ccc2c(c1)OCO2)c1ccc2c(c1)C(=O)N(Cc1cccnc1)C2=O	-5.7	i	i
C/C=C/C(=O)Nc1ccccc1Br	0.8	i	i
CCN(CC(=O)NCc1cccs1)C(=O)c1ccc(S(=O)(=O)Nc2ccccc2C)cc1	-0.3	i	i
Cc1nc(/C(N)=N/OC(=O)c2cccc(Cl)c2)c(C(F)(F)F)o1	-8.5	i	i
Cc1ccc2[nH]c3c(=O)n(CCCN4CCOCC4)cnc3c2c1	-0.3	i	i
CCOc1ccc(N2C=Nc3ccc(OCC)cc3C2)cc1	-0.1	i	i
Cc1ccc(S(=O)(=O)N(Cc2ccccc2)c2ccccc2C(=O)N2CCCCC2)cc1	1.2	i	i

Seven structures from above, ordered by molar mass, highest first:
Compound	STK33 kinase inh	CHT allo act	CHT block
CCN(CC(=O)NCc1cccs1)C(=O)c1ccc(S(=O)(=O)Nc2ccccc2C)cc1	-0.3	i	i
COc1ccccc1C(=O)NCCn1cc(SCC(=O)NCC2CCCO2)c2ccccc21 (stereo not given)	0.4	i	i
COc1ccc(C2CC(O)(c3ccccc3)Oc3cc(OC)c(OC)c(OC)c32)cc1 (stereo not given)	-1.2	i	i
O=C(NCc1ccc2c(c1)OCO2)c1ccc2c(c1)C(=O)N(Cc1cccnc1)C2=O	-5.7	i	i
c1ccc(CCNc2ncnc3scc(C4COc5ccccc5O4)c23)cc1 (stereo not given)	-0.5	i	i
Cc1ccc(S(=O)(=O)N2CC(=NN=C(N)N)C2)cc1	-0.2	i	i
C/C=C/C(=O)Nc1ccccc1Br	0.8	i	i
